# Screens as filed in PubChem BioAssay.
# SARS 3CLpro inh = SARS-CoV 3CLpro protease inhibition | P0C6X7 | recombinant SARS-CoV 3CLpro, quenched FRET peptide cleavage | inhibition, % at 6 µM | 0.14% of 290,000 active | AID 1706; in the data active = inhibition above about 12%
# TcdB GH inh = blocks C. difficile toxin B glycohydrolase activity | P18177 | TcdB glycohydrolase enzymatic assay, plate reader | inhibition, % at 9.99 µM | 0.24% of 350,000 active | AID 652162; in the data active = inhibition above about 10%
# Vc quorum ag = inducers of Vibrio cholerae quorum light production without autoinducers. 0.16% of 350,000 active. V. cholerae BH1578 lux reporter, luminescence, 6 h. activation, % at 18.7 µM; in the data active = activation mostly above about 9.7%, no sharp cut-off; inconclusive = no clear call, values can overlap the other calls; inactive = mostly below about 3.7%; also: not every result past the cut was called active; inactives centre near 0; reference of the scale not given here
# Anthrax LF prot = blocks Bacillus anthracis lethal factor protease. P15917. multiplex microsphere protease cleavage assay, LF. inhibition, % at 10 µM. 0.12% of 360,000 active; also: plate controls were buffer without enzyme for full effect and enzyme alone for no effect
# PrPC TRFRET = cell surface PrPC inhibition, primary TR-FRET screen; P04156; TR-FRET read-out; inhibition, % at 13.8 µM; 0.43% of 370,000 active; AID 720596; in the data active = inhibition above about 24%; also: 0% = median of the test wells and 100% = reference compound wells
# PfHsp40 rescue = rescue of PfHsp40-mediated yeast toxicity. S. cerevisiae expressing PfHsp40, growth rescue, ATP luminescence. 0.68% of 340,000 active. growth rescue, % at 12.5 µM. AID 504582; in the data active = growth rescue above about 28%, passing the limit was not always enough; inconclusive = no clear call, values can overlap the other calls;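 also: yeast W303a lacking pdr1 and pdr3 grown in galactose medium; growth measured after three days at 30 °C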
# PriA SSB inh = K. pneumoniae PriA-SSBct interaction inhibition | AlphaScreen SSBct-PriA binding, biotinylated peptide | inhibition, % at 33 µM | 0.6% of 430,000 active | AID 1272365; in the data active = inhibition mostly above about 37%, no sharp cut-off; inactive = mostly below about 20%;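 also: plate controls were negative control peptide for no effect and reference peptide for full effect; strong numbers were not always called active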
# Yp Topo-I inh = inhibitors of Yersinia pestis topoisomerase I. Y. pestis Topo-I cleavage product accumulation, plate reader. activity, % at 10 µM. 0.064% of 360,000 active. AID 504884; in the data active = activity above about 50%, passing the limit was not always enough; inconclusive = no clear call, values can overlap the other calls; also: inactives centre near 2
# BoNT A protease = BoNT A light chain protease inhibition | inhibition, % at 10 µM | 0.17% of 360,000 active | multiplex microsphere protease substrate cleavage, flow cytometry | AID 588499; also: plate controls were buffer without enzyme for full effect and enzyme alone for no effect
# Numbers without * were called inactive; i = inactive; ? = inconclusive; nt = not tested or not shown; & = joins results of further samples. Rule as the data show it, unless noted: active = inhibition above about 30%; inconclusive = no clear call, values can overlap the other calls; inactive = below that. This is a subset (hit frequency here may not be typical).
(1) CCN1CCN(C2=C(NS(=O)(=O)c3ccc(Br)cc3)C(=O)c3ccccc3C2=O)CC1
(2) COCCNC(=O)C1CCCN(C(=O)COc2ccc(C(C)(C)C)cc2)CC1 (stereo not drawn)
(3) CCN(CCN(C)C)C(=O)c1ccc2c(c1NCCO)C(=O)c1ccccc1C2=O
(4) CCOc1ccc(NC(=O)c2c(OC)cccc2OC)cc1
(5) COc1ccc(OC)c(N(CC(=O)Nc2cccc3ccccc23)S(C)(=O)=O)c1
(6) COc1ccc(N2CCN(CC(O)COc3ccc(F)cc3)CC2)cc1 (stereo not drawn)
(7) Cc1cc(-c2nnc(SCC(=O)Nc3nc(-c4ccc(Cl)cc4)cs3)o2)no1
(8) Cc1ccc(S(=O)(=O)N2CCN(Cc3cc4c(cc3Br)OCCO4)CC2)cc1
assay / entry	1	2	3	4	5	6	7	8
SARS 3CLpro inh	-2.1	nt	-1.3	1.7	nt	-5.8	9.8	nt
TcdB GH inh	-9.6	0.1	1.6	1.9	1.1	-0.2	0.2	1.3
Vc quorum ag	-0.2	1.2	-0.3	i	-0.9	i	-0.5	-2.5
Anthrax LF prot	-0.2	-3.0	0.6	-3.8	5.1	0.1	-1.9	-6.8
PrPC TRFRET	-48.9	1.1	-58.0	8.0	-2.9	-2.9	-1.4	-3.7
PfHsp40 rescue	-0.5	nt	-0.3	-2.0	0.7	-1.4	-0.3	0.7
PriA SSB inh	9.7	nt	15.4	-11.1	9.5	3.9	-14.1	-2.3
Yp Topo-I inh	-5.6	-2.0	-20.5	-0.6	0.1	1.3	6.1	30.1
BoNT A protease	0.6	-0.6	0.8	-0.5	-1.1	-1.0	0.6	-4.0

(9) COc1cc(CCCN2C(=S)NC[C@@H]2c2ccccc2)cc(OC)c1OC
(10) CCOC(=O)c1ccc2c(c1)nc(SCc1cn3ccsc3n1)n2CC
(11) COc1ccc2cc3c(N)nn(C(=O)Cc4ccc(Cl)cc4)c3nc2c1
(12) Cc1cccc(C)c1-n1nnnc1C1(C)CCC(=O)N1C1CC1 (stereo not drawn)
(13) COc1ccccc1N1CCN(CC(=O)NC(=O)NCc2ccco2)CC1
(14) CCOC(=O)N1CCN(c2c(NCCN3CCN(Cc4ccccc4)CC3)c(=O)c2=O)CC1
(15) CCc1ccc2nc(SCC(=O)N3CC(=O)Nc4ccccc43)c(C#N)cc2c1
(16) Cc1cc(OC(=O)c2ccccc2Cl)ccc1N1C(=O)CCC1=O
assay / entry	9	10	11	12	13	14	15	16
SARS 3CLpro inh	0.5	-1.1	-1.6	nt	-2.1	1.9	3.0	-6.1
TcdB GH inh	-4.5	nt	-2.5	-1.5	5.1	-0.2	nt	1.6
Vc quorum ag	i	-2.4	-0.3	nt	i	-0.1	-0.2	i
Anthrax LF prot	7.1	-3.5	-0.8	-0.2	2.9	-3.4	-0.9	-7.7
PrPC TRFRET	8.4	2.0	5.1	-2.6	2.8	-1.5	1.0	-19.3
PfHsp40 rescue	-1.7	8.0	-1.4	nt	1.0	-0.8	0.5	?
PriA SSB inh	-5.1	9.7	-14.3	nt	4.5	-20.4	-15.7	-5.6
Yp Topo-I inh	-6.4	34.4	2.7	nt	3.1	1.8	20.2	10.1
BoNT A protease	-0.1	0.2	-0.8	1.0	0.0	0.2	0.1	0.7

# 5 records drawn at random from those above, as already listed:
(13) COc1ccccc1N1CCN(CC(=O)NC(=O)NCc2ccco2)CC1
(16) Cc1cc(OC(=O)c2ccccc2Cl)ccc1N1C(=O)CCC1=O
(11) COc1ccc2cc3c(N)nn(C(=O)Cc4ccc(Cl)cc4)c3nc2c1
(14) CCOC(=O)N1CCN(c2c(NCCN3CCN(Cc4ccccc4)CC3)c(=O)c2=O)CC1
(12) Cc1cccc(C)c1-n1nnnc1C1(C)CCC(=O)N1C1CC1 (stereo not drawn)
assay / entry	13	16	11	14	12
SARS 3CLpro inh	-2.1	-6.1	-1.6	1.9	nt
TcdB GH inh	5.1	1.6	-2.5	-0.2	-1.5
Vc quorum ag	i	i	-0.3	-0.1	nt
Anthrax LF prot	2.9	-7.7	-0.8	-3.4	-0.2
PrPC TRFRET	2.8	-19.3	5.1	-1.5	-2.6
PfHsp40 rescue	1.0	?	-1.4	-0.8	nt
PriA SSB inh	4.5	-5.6	-14.3	-20.4	nt
Yp Topo-I inh	3.1	10.1	2.7	1.8	nt
BoNT A protease	0.0	0.7	-0.8	0.2	1.0

# Molecules shown so far containing two or more sulfur atoms:
(7) Cc1cc(-c2nnc(SCC(=O)Nc3nc(-c4ccc(Cl)cc4)cs3)o2)no1
(10) CCOC(=O)c1ccc2c(c1)nc(SCc1cn3ccsc3n1)n2CC
assay / entry	7	10
SARS 3CLpro inh	9.8	-1.1
TcdB GH inh	0.2	nt
Vc quorum ag	-0.5	-2.4
Anthrax LF prot	-1.9	-3.5
PrPC TRFRET	-1.4	2.0
PfHsp40 rescue	-0.3	8.0
PriA SSB inh	-14.1	9.7
Yp Topo-I inh	6.1	34.4
BoNT A protease	0.6	0.2

# The results go on:
(17) O=C(NCCc1cccc(Cl)c1)c1cccs1
(18) Cc1nnc2sc(-c3csc4c3CCCC4)nn12
(19) C=CCn1c(C(CCC(C)C)CC(C)(C)O)n[nH]c1=S (stereo not drawn)
(20) CC1(CC(=O)O)C(=O)N=C2C=CC=CN21 (stereo not drawn)
(21) Cc1ccc(S(=O)(=O)N2CCN(C(=O)Cc3c(F)cccc3Cl)CC2)cc1
(22) CCOC(=O)[C@]12CCCC=C1N(Cc1ccc(Cl)cc1Cl)C(=O)[C@H](CC(=O)N1CCCC1)C2
(23) CCOC(=O)c1c(-c2cccc([N+](=O)[O-])c2)csc1NC(=O)CCCOc1ccccc1OC
(24) COC(=O)[C@H]1C[C@@]2(O)CN(S(=O)(=O)c3ccc(C)cc3)C[C@@]2(OC(=O)NCc2ccco2)C[C@H]1C(=O)OC
assay / entry	17	18	19	20	21	22	23	24
SARS 3CLpro inh	5.7	-3.7	1.4	-3.5	nt	nt	-3.3	nt
TcdB GH inh	2.1	nt	nt	-0.4	2.8	-0.8	nt	2.0
Vc quorum ag	-0.3	7.1	-1.0	-0.5	i	nt	-0.8	-0.6
Anthrax LF prot	-3.1	-15.2	-0.1	0.7	2.2	3.2	-8.0	-3.5
PrPC TRFRET	-2.7	-0.3	2.0	1.5	-1.8	10.5	3.3	-14.2
PfHsp40 rescue	2.3	0.0	-1.5	1.1	0.0	nt	-1.2	nt
PriA SSB inh	-11.4	-19.2	1.6	-9.0&7.2	-10.7	nt	9.6	nt
Yp Topo-I inh	-0.3	-4.1	-2.6	-1.2	21.8	nt	30.1	2.7
BoNT A protease	-0.2	-1.9	-4.4	-0.1	1.5	0.3	-0.7	-0.4

(25) CCCCC[C@@H]1C=C(C(=O)O)[C@H](c2ccc(Cl)cc2)N1S(=O)(=O)c1ccc(C)cc1
(26) N#Cc1cccc(NC(=O)CCc2ccc(S(=O)(=O)N3CCOCC3)cc2)c1
(27) Cc1cccc(NC(=O)C2CC(=O)OC23CCCC3)c1 (stereo not drawn)
(28) O=c1c(Cc2ccc(Cl)cc2)c(O)ccn1Cc1ccncc1
(29) Cc1cccc(C(=O)NC(=S)NCc2cccnc2)c1
(30) CC(C)(O)CCCC(C)(O)c1ccc(C(=O)O)cc1O (stereo not drawn)
(31) COc1cc(/C=C2/NC(=O)NC2=O)cc(Br)c1OCc1cccc(C(=O)O)c1
(32) CCOc1ccccc1NC(=S)N1CCN(c2ccccc2F)CC1
assay / entry	25	26	27	28	29	30	31	32
SARS 3CLpro inh	nt	nt	-0.4	1.4	1.1	nt	7.1	4.8
TcdB GH inh	-0.3	-0.7	nt	0.0	0.0	-0.4	0.5	0.6
Vc quorum ag	i	i	i	-1.5	-0.1	-0.6	-0.1	-0.2
Anthrax LF prot	-1.5	-1.5	-0.4	-4.8	-0.1	-9.6	-2.9	-3.3
PrPC TRFRET	6.5	-0.4	-1.2	-2.5	2.2	-1.4	-10.9	7.9
PfHsp40 rescue	0.9	-0.9	0.2	-0.4	-2.4	54.9*	0.7	2.0
PriA SSB inh	-10.8	-11.4	-5.9	-24.0	-12.6	-5.7	-38.1	0.9
Yp Topo-I inh	27.0	3.6	0.5	-3.2	1.1	9.9	-7.9	-0.8
BoNT A protease	-0.5	0.3	-1.5	-1.5	-0.6	-1.7	-0.8	-0.7

(33) CCc1ccnc(NS(=O)(=O)c2ccc3c(c2)CCO3)c1
(34) O=C(c1ccccc1)c1cc([N+](=O)[O-])ccc1N1CCOCC1
(35) O=c1[nH]c(=S)ccn1C1OC(CO)C(O)C1O (stereo not drawn)
(36) CN1CCN(c2ccccc2NC(=O)c2ccccc2F)CC1
(37) CSc1nnnn1-c1c(C)cc(C)cc1C
(38) Oc1c(Br)cc(Br)cc1C=Nc1ccc2c(c1)OCCO2
(39) COc1ccc(/C=C/c2c([N+](=O)[O-])c(=O)n(C)c(=O)n2C)cc1
(40) COc1ccc(Cl)cc1NC(=O)CN(C)C(=O)c1cccc(-n2cnnn2)c1
assay / entry	33	34	35	36	37	38	39	40
SARS 3CLpro inh	-0.5	-1.4	nt	1.6	4.2	0.7	2.7	nt
TcdB GH inh	-1.3	nt	0.7	1.6	-1.0	0.5	0.3	2.6
Vc quorum ag	i	-0.5	-0.5	-3.3	0.7	-0.4	1.1	-2.6
Anthrax LF prot	-7.6	-0.1	-1.0	-5.4	-0.7	-3.4	-4.1	-6.9
PrPC TRFRET	-6.9	-16.1	1.0	-1.1	-2.1	-1.7	-0.9	0.1
PfHsp40 rescue	nt	-1.2	-0.3	2.7	-0.1	24.2	1.5	1.5
PriA SSB inh	-1.6	0.2	-6.1	1.4	-11.0	-18.1	1.6	-0.5
Yp Topo-I inh	10.6	13.7	-0.3	4.5	2.4	0.9	-5.6	-6.5
BoNT A protease	-0.8	-1.9	-0.3	0.3	?	1.0	-0.5	-0.2

(41) CCC(C)[C@H](NC(=O)N1CCN(C)CC1)C(=O)OC (stereo partly drawn)
(42) Cc1ccc([N+](=O)[O-])c(C(=O)Nc2cccnc2Cl)c1
(43) CCOC(=O)CSc1ncnc2c1sc1nc(N3CCOCC3)c3c(c12)CCCC3
(44) Cc1cc(C(=O)NCc2nc(-c3ccccc3)no2)ccc1[N+](=O)[O-]
(45) COc1cccc(CCc2nnc(CCC(=O)NCCc3cccc(C)n3)o2)c1
(46) COc1ccc(C2(O)CN(c3ccccc3)C3=[N+]2CCS3)cc1OC (stereo not drawn)
(47) COc1ccccc1N1CCN(CCCN2CC(=O)N3CCCCC3C2=O)CC1 (stereo not drawn)
(48) OCCSc1nc(-c2ccccc2)nc2c1CCC2
assay / entry	41	42	43	44	45	46	47	48
SARS 3CLpro inh	-3.1	0.4	6.7	5.1	-0.1	-0.7	nt	-3.7
TcdB GH inh	0.8	0.5	nt	1.2	1.4	1.4	0.3	1.1
Vc quorum ag	-0.2	i	-0.2	i	-0.1	i	i	-0.3
Anthrax LF prot	0.5	-0.7	-3.8	0.7	-9.4	-3.5	-16.0	-0.2
PrPC TRFRET	-0.1	-3.4	-0.3	3.6	-9.7	-1.8	-1.5	3.2
PfHsp40 rescue	-0.6	-1.7	1.9	2.9	0.5	1.9	-0.6	5.6
PriA SSB inh	-4.8	-4.5	1.7	13.2	-2.5	-2.9	-9.2	-6.1
Yp Topo-I inh	-5.6	1.2	-9.7	-0.1	-12.1	10.3	-5.1	5.6
BoNT A protease	0.3	0.4	0.3	-1.2	-0.3	-0.3	-0.5	0.0
